# From PubChem
# PNC assembly inh: inhibitors of perinucleolar compartment assembly. PC3M PTB-GFP, PNC prevalence imaging, 16 h; active compounds read low. activity change (PNC), negative = inhibition, % at 10 µM. 140,000 tested, 3.1% active. AID 2417;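 active = readout at or below -70, meaning at least 70% loss of cells showing the perinucleolar compartment, a nuclear body marking cancer cells; inconclusive = readout between -30 and a set limit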;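 note: plate controls were DMSO wells for no effect and camptothecin positive control wells for full effect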
#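 Read-out is percentage of cells bearing a perinucleolar compartment, from automated 20x imaging of fixed, Hoechst-stained PC3M PTB-GFP cells. Cells were seeded 4 h, then exposed 16 h to compound (23 nl of library stock) in duplicate plates.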
# ALOX15B inhib: inhibitors of human 15-lipoxygenase 2 (ALOX15B). Potency, µM (doses to about 57.1 µM), for inactives: at the highest dose activity change, negative = inhibition, hits mostly inhibitors. 110,000 tested, 0.56% active. AID 881. purified 15hLO-2, xylenol orange hydroperoxide absorbance; note: potency is the fitted concentration of half-maximal effect; nearly all actives have a fitted effect of over 60% in size; many of its hits are not listed in these tables
#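 Purified human 15hLO-2 (50 nM) preincubated 15 min with compound, then 45 uM arachidonic acid for 90 min at RT in 25 mM Hepes pH 7.5, 0.01% Triton X-100. Hydroperoxide detected by Fe-xylenol orange; 573/405 nm absorbance ratio.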
# IMPase inh: IMPase inhibition in cells. inhibition (IP1 accumulation), % at 46.1 µM. P97697. CHO-M1 cells, IP1 accumulation, HTRF TR-FRET ratio. 120,000 tested, under 10 active; active = well fitted curve in the direction sought with a large enough effect in the signal ratio, not every such curve was filed as active; inconclusive = small, poorly fitted or top-dose-only effect, or a change in a side signal; inactive = no such curve, though single readings can be large or run the other way; the % refers to the signal ratio;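 note: cells stimulated with carbachol in lithium chloride buffer; plate controls were DMSO basal wells for no effect and reference inhibitor wells for full effect; higher means more IMPase inhibition seen as more IP1 and lower FRET ratio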
# Target sequence (P97697 whole entry, looked up): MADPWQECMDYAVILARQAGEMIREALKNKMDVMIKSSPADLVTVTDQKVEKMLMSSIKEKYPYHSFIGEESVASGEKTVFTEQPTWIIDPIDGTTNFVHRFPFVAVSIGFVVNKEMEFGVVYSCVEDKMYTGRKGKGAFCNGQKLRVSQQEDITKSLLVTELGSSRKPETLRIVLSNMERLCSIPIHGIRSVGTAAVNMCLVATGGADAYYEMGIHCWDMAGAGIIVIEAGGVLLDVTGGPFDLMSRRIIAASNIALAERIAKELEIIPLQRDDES
#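 Cellular IMPase inhibition is scored as a rise in cytosolic IP1, detected by competitive TR-FRET between d2-labelled IP1 and a europium anti-IP1 antibody. M1-expressing CHO cells were stimulated with carbachol for 30 min at 37C, with lithium (50 mM LiCl) present in the buffer.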
# ALOX12 inhib: 12-hLO (ALOX12) enzyme inhibition. P18054. purified 12-hLO, xylenol orange hydroperoxide absorbance. Potency, µM (highest dose often 57.1 µM), inactives show at the top dose activity change, negative = inhibition, usual class: inhibitors. 150,000 tested, 0.12% active; note: potency is the fitted concentration of half-maximal effect; nearly all actives have a fitted effect of over 55% in size; many of its hits are not listed in these tables
# Target sequence (P18054 whole entry, looked up): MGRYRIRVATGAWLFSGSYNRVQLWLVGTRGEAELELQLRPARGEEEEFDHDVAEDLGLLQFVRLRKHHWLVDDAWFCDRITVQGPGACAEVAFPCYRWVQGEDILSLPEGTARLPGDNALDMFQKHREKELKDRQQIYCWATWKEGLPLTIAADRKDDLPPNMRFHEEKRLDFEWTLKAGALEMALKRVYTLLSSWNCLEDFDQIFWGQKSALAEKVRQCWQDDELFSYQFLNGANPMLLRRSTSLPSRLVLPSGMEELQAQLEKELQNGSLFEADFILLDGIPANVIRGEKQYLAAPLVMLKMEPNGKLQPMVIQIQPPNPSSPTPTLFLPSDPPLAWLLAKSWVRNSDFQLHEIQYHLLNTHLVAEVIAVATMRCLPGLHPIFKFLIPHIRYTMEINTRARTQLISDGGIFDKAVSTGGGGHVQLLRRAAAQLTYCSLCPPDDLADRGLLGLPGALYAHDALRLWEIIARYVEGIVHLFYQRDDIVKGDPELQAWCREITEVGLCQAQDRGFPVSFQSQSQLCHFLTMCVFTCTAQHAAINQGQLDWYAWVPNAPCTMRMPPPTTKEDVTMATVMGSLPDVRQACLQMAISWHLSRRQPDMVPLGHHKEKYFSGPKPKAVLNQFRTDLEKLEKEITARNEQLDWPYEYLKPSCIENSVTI
#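 Hydroperoxide output read as Fe(III)-xylenol orange absorbance, 573-to-405 nm ratio, after 30 min reaction with 40 uM arachidonic acid. Enzyme: 150 nM purified human 12hLO, 15 min compound preincubation; 25 mM Hepes pH 7.0, room temperature.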
# The depositor's hits bear a star; u = inconclusive; x = no result given; [ ] = remark or other dose. Unless noted, calls come from the whole dose curve; as a rule, active = well fitted curve in the direction sought with a large enough effect; inconclusive = small, poorly fitted or top-dose-only effect, or another doubt; inactive = no such curve, though single readings can be large; an effect the other way counts as inactive or inconclusive. Unless noted, % is set by controls: 0 for no effect and ±100 for the full control effect.
SMILES,PNC assembly inh,ALOX15B inhib,IMPase inh,ALOX12 inhib
O=c1c(Cc2ccc(Cl)cc2Cl)c(O)ccn1Cc1ccc(Cl)cc1,13.0,-16.9%,-3.3,-5.8%
CCn1cc(Br)c(C(=O)Nc2ccc(Cl)c(Cl)c2)n1,5.9,x,-8.7,-15.4%
COc1cc(/C=C2\SC(=N)N(c3ccc4c(c3)OCO4)C2=O)cc(OC)c1O,-8.8,x,x,-2.7%
CCOC(=O)c1ccc(NC(=O)Nc2cc(C)on2)cc1,39.9,0.9%,4.1,12.7%
CCOc1ccc(NC(=O)COC(=O)Cn2cnnn2)cc1OCC,u,0.6%,-5.3,3.4%
CC(C)(C)c1cc(NC(=O)c2cccnc2)no1,33.2,1.4%,9.0,1.6%
CC(=O)Nc1cccc(N2CCCC2=O)c1,42.6,-1.1%,6.3,-1.5%
CCOc1ccc(S(=O)(=O)N2CCN(c3ccccc3)CC2)c2cccnc12,u,x,-4.4,7.4%
O=C(CSCc1c(Cl)cccc1Cl)Nc1ccc2c(c1)OCO2,-3.5,-11.4%,9.1,-0.9%
CC(=O)Oc1ccc(-c2csc(Nc3cccnc3)n2)cc1,15.5,-4.3%,3.2,-4.8%
COc1ccc(-c2[nH]ncc2C=O)cc1,28.4,x,x,1.0%
CCOC(=O)N1CCC(NC(=O)CC(NS(=O)(=O)c2ccc(C)cc2)c2ccco2)CC1 (stereo unspecified),-0.2,1.1%[2.29 µM],-1.5,-3.8%
CC1(C)NC(=O)N(CC(O)COc2ccccc2C(=O)N2CCCCC2)C1=O (stereo unspecified),-18.0,-8.1%,u,-3.9%
CCOC(=O)c1cccc(NC(=O)C2CCN(S(=O)(=O)c3cnc[nH]3)CC2)c1,u,1.2%,-2.8,-1.0%
Cc1ccccc1NC(=O)C1(NC(=O)c2cccc(N3C(=O)CSC3c3ccccc3)c2)CCCCC1 (stereo unspecified),22.7,-6.8%,u,-7.1%
CCC(C)NC(=O)CSc1nc2ccccc2c(=O)n1CCCC(=O)NCC1CCCO1 (stereo unspecified),u,4.6%,1.5,-3.2%
CN(CCCC(=O)Nc1nccs1)S(=O)(=O)c1ccc(Cl)cc1,-10.0,5.6%,-8.3,-13.9%
COc1ccc(NS(=O)(=O)c2cc(NC(=O)CNC(=O)c3cccc(OC)c3)ccc2C)cc1,26.5,x,x,-0.7%
C=CCNC(=O)c1ccc(Cl)cc1Cl,59.2,3.6%,-7.5,2.5%
Nc1nc(CSCCO)nc(Nc2ccc(F)cc2)n1,29.5,3.2%,2.9,1.2%
O=S(=O)(O)c1cc(O)c2c(O)c(N=Nc3cccc4ccccc34)c(S(=O)(=O)O)cc2c1,x,-2.4%[11.4 µM],x,-2.6%[11.4 µM]
CN1CCN(C(=O)c2ccccc2-c2ccccc2C(=O)O)CC1,17.9,2.2%,6.4,3.8%
CC(CCc1ccccc1)NC(=O)C(=O)NCCO (stereo unspecified),8.9,4.3%,-0.4,-0.7%
CCn1c(-c2cc(Cl)ccc2OC)n[nH]c1=S,-27.3,-3.1%,-15.0,-1.3%
CCOc1ccc(NS(=O)(=O)c2ccc(NS(=O)(=O)c3ccccc3)cc2)cc1,32.4,-1.3%,-4.5,-6.2%

# Pulled by compound from the entries so far:
SMILES,PNC assembly inh,ALOX15B inhib,IMPase inh,ALOX12 inhib
COc1ccc(-c2[nH]ncc2C=O)cc1,28.4,x,x,1.0%
CC(CCc1ccccc1)NC(=O)C(=O)NCCO (stereo unspecified),8.9,4.3%,-0.4,-0.7%
CN1CCN(C(=O)c2ccccc2-c2ccccc2C(=O)O)CC1,17.9,2.2%,6.4,3.8%
Cc1ccccc1NC(=O)C1(NC(=O)c2cccc(N3C(=O)CSC3c3ccccc3)c2)CCCCC1 (stereo unspecified),22.7,-6.8%,u,-7.1%

# Following part.
SMILES,PNC assembly inh,ALOX15B inhib,IMPase inh,ALOX12 inhib
Cc1cc(-c2nnc3sc(-c4ccc(Cl)cc4Cl)nn23)n[nH]1,3.4,-20.5%,7.2,3.3%
COCc1nnc(SCC(=O)NC(C)c2ccccc2)n1-c1ccccc1 (stereo unspecified),12.8,-9.6%[11.4 µM],2.4[1.84 µM],-1.0%
CCCCSCc1[nH]c(=O)[nH]c1C(=O)CCCCC(=O)OCC,27.1,-15.2%,4.0,0.6%
CC(C)CCn1c(CN2CCN(C(=O)c3ccco3)CC2)nc2c1c(=O)n(C)c(=O)n2C,-12.3,1.7%,1.8,1.8%
COC(=O)c1c(NC(=O)CSc2nc(-c3ccco3)cc(C(F)(F)F)n2)sc2c1CCCC2,-23.7,-0.2%,1.7,-6.7%
COc1ccc(NC(=O)/C(C#N)=C/c2ccc(Br)o2)cc1,-1.1,-7.8%,-7.1,-2.6%
Cc1ccc(N2CC(C(=O)Nc3nnc(C)s3)CC2=O)cc1 (stereo unspecified),16.8,-0.5%,12.9,-5.6%
Cc1ccc([N+](=O)[O-])cc1S(=O)(=O)NCCc1c(C)[nH]c2c(C)cccc12,29.7,x,x,0.7%
Cc1ccc(N2C(=O)c3n[nH]c(C)c3C2c2cccnc2)cc1 (stereo unspecified),9.3,-1.5%,-8.9,-0.7%
CC1(C)Cc2cccc(OCC(=O)Nc3ccccc3N3CCOCC3)c2O1,-6.8,-1.7%,0.5,-5.2%
C/C(Cl)=C\Cn1c(Nc2ccccc2)nc2c1c(=O)n(C)c(=O)n2C,-4.4,-10.5%,-15.9,-13.9%
Cc1ccc(Nc2nc(-c3ccc(S(=O)(=O)N4CCCC4)cc3)cs2)cc1C,18.0,-11.6%,-16.6,-0.5%
O=C(O)c1ccccc1NCN1C(=O)C2CC=C(Cl)CC2C1=O (stereo unspecified),-23.5,-10.9%,u,-1.2%
CCOC(=O)CSc1nnc(SCCN2C(=O)c3ccccc3C2=O)s1,6.6,-9.3%,6.0,-6.6%
CCOC(=O)C1CCN(C(=O)NC23CC4CC(CC(C4)C2)C3)CC1,-16.4,7.4%[11.4 µM],6.6[1.84 µM],-6.3%
O=C(NC1CCCCC1)C(Cc1ccccc1)NS(=O)(=O)c1cccs1 (stereo unspecified),10.2,7.4%,2.1,-8.3%
CCc1nnc(/N=C/c2c(O)n(-c3ccc(Cl)cn3)c(=O)c3ccccc23)s1,u,x,x,-2.1%
COCCN(Cc1cc2cccc(C)c2n2nnnc12)C(=O)C(F)(F)F,1.3,3.9%,-0.1,2.0%
Cn1c(=O)c(C(=O)Nc2ncccn2)c(O)c2ccccc21,-27.0,0.6%,1.3,-11.2%
CCN(CCN(C)C)C(=O)Cn1ncc2c1-c1cc(C)ccc1OC2,19.4,-2.0%,2.7,3.1%
CCOC(=O)c1cc(S(=O)(=O)NC2CCN(C(=O)OCC)CC2)cn1C,17.7,3.4%,1.2,-3.8%
Cc1ccc(O)c(Sc2cc(C)ccc2O)c1,0.8,-26.3%,19.8,u
CC(C)CCNC(=O)C1CCCCN1S(=O)(=O)c1ccc(F)cc1 (stereo unspecified),u,-5.0%,1.8,2.4%
CC(C)(C)NC(=O)/C(=C/c1ccco1)c1ccccc1,103.3,-20.1%,0.2,2.6%
COc1ccccc1-c1nc(-c2cccc(C)c2)no1,23.9,22.0%,20.2,-10.6%
# The list goes on.
SMILES,PNC assembly inh,ALOX15B inhib,IMPase inh,ALOX12 inhib
Cc1ccc(/C(O)=C2\C(=O)C(=O)N(CC(C)O)C2c2cccc(F)c2)cc1 (stereo unspecified),-9.2,17.9%,u,4.1%
N#Cc1c(C(F)(F)F)cc(-c2ccco2)nc1SCc1ccncc1,-4.9,-1.3%,-2.1,-25.2%
OCCN(CC(O)Cn1ccc2ccccc21)CC(O)Cn1ccc2ccccc21 (stereo unspecified),-12.5,37.1%[activator],6.1,-17.5%
COc1ccccc1N1CCN(C(=O)CCCC2=NS(=O)(=O)c3ccccc3N2)CC1,19.1,x,-4.8,-1.4%
CNC(=O)C(=O)NCC1OCCCN1S(=O)(=O)c1cccs1 (stereo unspecified),17.2,x,x,1.3%
O=C(N/N=C\c1ccco1)Nc1cccc(Cl)c1,13.0,x,2.6,-8.2%
O=C(CN1C(=O)c2ccccc2C1=O)Nc1sc2c(c1C(=O)NCC1CCCO1)CCC2 (stereo unspecified),-4.2,0.1%,-2.0,-1.5%
Cc1ccc(-n2c(SCC(=O)N3CC(=O)Nc4ccccc43)nc3ccccc3c2=O)cc1,u,x,0.6,-2.3%
COc1cc(-c2nc3cnccn3c2Nc2ccc3c(c2)OCCO3)ccc1O,u,-20.0%[11.4 µM],-0.7[1.84 µM],1.4%
CC(=O)NC(=S)Nc1cccc(S(=O)(=O)NC2=NCCC2)c1,30.1,x,x,-0.6%
COc1cc(OC)c2c(c1)OC(c1ccccc1)CC2=O (stereo unspecified),x,-5.5%,4.8,-5.6%
Cc1nc(SC(C)C)[nH]c(=O)c1Cc1ccccc1,29.9,-2.4%,-0.5,-4.0%
Clc1ccc(Nc2nc(-c3cccs3)cs2)nc1,u,2.7%,8.0,-10.1%
CCn1cc(C(=O)NCCCOC)c(=O)c2cc(S(=O)(=O)N(C)C3CCCCC3)ccc21,u,x,9.0,5.8%
COCCNC(=O)COC(=O)c1[nH]c(C)c(C(C)=O)c1C,-6.0,-2.2%,-3.4,5.0%
CC1(C)CC(=O)C2=C(C1)c1c(ccc3ccccc13)NC2c1ccc(Br)o1 (stereo unspecified),4.7,-11.4%,0.6,-7.0%
O=C(Cn1nc(C(F)(F)F)c2c1CCC2)N1CCN(c2ccccc2)CC1,u,-9.3%,-2.3,-2.2%
COc1ccc(-c2nc(CS(=O)CC(=O)NCCCN3CCCC3)c(C)o2)cc1OC (stereo unspecified),u,29.9%,-3.4,-8.6%
CCOC(=O)CC(=O)CSc1nc2c(cc1C#N)CCCCCC2,34.1,-18.1%,2.1,-20.0%
COc1ccc(Oc2ncc3nc(CCc4ccccc4)c(=O)n(C4CC4)c3n2)cc1,x,-1.3%,x,-3.3%
COc1cc2c(cc1OC)CN(C(=S)Nc1ccccc1)CC2,31.3,-10.8%,3.1,0.6%
Cc1nn(CC(=O)N2CCN(Cc3ccccc3)CC2)c(=O)c2ccccc12,12.8,2.3%,3.1,5.5%
CN(C)c1ccc(-c2noc(C3CCN(S(=O)(=O)c4cccc(Cl)c4)CC3)n2)cc1,31.8,3.7%,11.6,-0.8%
COc1ccc(C2C(C(=O)N3CCCCC3)CCC(=O)N2c2cc(OC)c(OC)c(OC)c2)cc1 (stereo unspecified),-29.4,x,-2.9,6.1%
Cc1csc(NC(=O)CSc2nnc(C)n2Cc2ccco2)n1,9.9,13.3%,3.7,-3.1%
# (next part)
SMILES,PNC assembly inh,ALOX15B inhib,IMPase inh,ALOX12 inhib
C/C(=N/NC(=O)c1sc(NS(=O)(=O)c2ccccc2)nc1C)c1ccc(F)cc1,30.3,x,-5.4,1.3%
Cc1cc(C(=O)CSc2nnc(NCc3ccccc3)s2)c(C)n1C,-18.4,-15.3%,-14.9,-10.2%
O=C(CCn1nc(-c2ccc(Cl)cc2)c2ccccc2c1=O)NCC1CCCO1 (stereo unspecified),u,-4.4%,4.1,6.2%
CC(C)(C)NCC(O)COCc1ccc(Cl)cc1 (stereo unspecified),37.4,19.9%,-0.5,-2.7%
O=C(Nc1ccc(F)cc1)NC1(C(=O)NCc2ccc3c(c2)OCO3)CCCCC1,-23.6,x,8.1,2.0%
Cc1cc2n(n1)C(c1ccco1)Nc1ccccc1-2 (stereo unspecified),28.1,6.3%,2.7,-7.0%
COc1ccc(/C=C2\C(=O)NC(=S)N2C(=O)c2ccc(F)cc2)cc1,24.0,x,1.7,-8.3%
COc1ccccc1NC(=O)CSC(N)=O,21.2,u,0.5,-4.1%
CC(=O)Nc1nc(C(=O)Nc2c(C)n[nH]c2C)cs1,u,6.5%,5.2,-3.7%
